KB-V1 MDR tox: qHTS assay for MDR1-selective chemotherapeutics: Primary screen using the drug-selected MDR subline cells KB-V1 | KB-V1 MDR cells viability, CellTiter-Glo, 72 h | Potency, µM (doses to about 46.1 µM), for the others: at the top dose activity change, negative = cytotoxicity, actives largely listed as cytotoxic | actives 3.4% (n = 400,000); also: potency is read from the fitted curve at half-maximal effect; % is scaled to controls: 0 for no effect and ±100 for the full control effect; nearly all actives have a fitted effect of over 60% in size
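KB-V1, DMEM (no phenol red) + 10% FBS; cpd pin-transferred, titration series; 72 h, 37 degrees C; CellTiter-Glo, luminescence. Data normalized, curve-fit.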
SW480 rereplic: A quantitative high throughput screen for small molecules that induce DNA re-replication in SW480 colon adenocarcinoma cells | SW480 DNA re-replication, Hoechst DNA content imaging, 48 h | Potency, µM (titrated, usually from 46.1 µM), without a hit: at the highest dose re-replication activation, usual class: activators | actives 1.8% (n = 340,000); also: potency is read from the fitted curve at half-maximal effect; % of control where 0% means no effect; nearly all actives have a fitted effect of over 55% in size
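250 cells/well; 23 nL cpd via pin tool; 48 hr, 37 C, 5% CO2; Hoechst 40 min; imager read of total nuclear intensity, ex 405/em 500-530 nm.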
MCF10A rereplic: A quantitative high throughput screen for small molecules that induce DNA re-replication in MCF 10a normal breast cells. MCF 10A DNA re-replication, Hoechst nuclear intensity, 48 h. Potency, µM (top dose mostly 46.1 µM), inactives show top-dose activity, positive = re-replication, usual class: activators. actives 2.9% (n = 350,000); also: potency is read from the fitted curve at half-maximal effect; % of control where 0% means no effect; nearly all actives have a fitted effect of over 50% in size
WRN inhibitor: qHTS for Inhibitors of WRN Helicase | Bifunctional 3'-5' exonuclease/ATP-dependent helicase WRN (Homo sapiens), Q14191 | WRN helicase unwinding, fluorescent forked duplex, kinetic | Potency, µM (series often up to 114 µM), without a hit: at the highest dose activity change, negative = inhibition, hits mostly inhibitors | actives 0.46% (n = 360,000) | AID 651768, 2012; also: potency is read from the fitted curve at half-maximal effect; % is scaled to controls: 0 for no effect and ±100 for the full control effect; nearly all actives have a fitted effect of over 55% in size
Target sequence (Q14191 whole entry, looked up): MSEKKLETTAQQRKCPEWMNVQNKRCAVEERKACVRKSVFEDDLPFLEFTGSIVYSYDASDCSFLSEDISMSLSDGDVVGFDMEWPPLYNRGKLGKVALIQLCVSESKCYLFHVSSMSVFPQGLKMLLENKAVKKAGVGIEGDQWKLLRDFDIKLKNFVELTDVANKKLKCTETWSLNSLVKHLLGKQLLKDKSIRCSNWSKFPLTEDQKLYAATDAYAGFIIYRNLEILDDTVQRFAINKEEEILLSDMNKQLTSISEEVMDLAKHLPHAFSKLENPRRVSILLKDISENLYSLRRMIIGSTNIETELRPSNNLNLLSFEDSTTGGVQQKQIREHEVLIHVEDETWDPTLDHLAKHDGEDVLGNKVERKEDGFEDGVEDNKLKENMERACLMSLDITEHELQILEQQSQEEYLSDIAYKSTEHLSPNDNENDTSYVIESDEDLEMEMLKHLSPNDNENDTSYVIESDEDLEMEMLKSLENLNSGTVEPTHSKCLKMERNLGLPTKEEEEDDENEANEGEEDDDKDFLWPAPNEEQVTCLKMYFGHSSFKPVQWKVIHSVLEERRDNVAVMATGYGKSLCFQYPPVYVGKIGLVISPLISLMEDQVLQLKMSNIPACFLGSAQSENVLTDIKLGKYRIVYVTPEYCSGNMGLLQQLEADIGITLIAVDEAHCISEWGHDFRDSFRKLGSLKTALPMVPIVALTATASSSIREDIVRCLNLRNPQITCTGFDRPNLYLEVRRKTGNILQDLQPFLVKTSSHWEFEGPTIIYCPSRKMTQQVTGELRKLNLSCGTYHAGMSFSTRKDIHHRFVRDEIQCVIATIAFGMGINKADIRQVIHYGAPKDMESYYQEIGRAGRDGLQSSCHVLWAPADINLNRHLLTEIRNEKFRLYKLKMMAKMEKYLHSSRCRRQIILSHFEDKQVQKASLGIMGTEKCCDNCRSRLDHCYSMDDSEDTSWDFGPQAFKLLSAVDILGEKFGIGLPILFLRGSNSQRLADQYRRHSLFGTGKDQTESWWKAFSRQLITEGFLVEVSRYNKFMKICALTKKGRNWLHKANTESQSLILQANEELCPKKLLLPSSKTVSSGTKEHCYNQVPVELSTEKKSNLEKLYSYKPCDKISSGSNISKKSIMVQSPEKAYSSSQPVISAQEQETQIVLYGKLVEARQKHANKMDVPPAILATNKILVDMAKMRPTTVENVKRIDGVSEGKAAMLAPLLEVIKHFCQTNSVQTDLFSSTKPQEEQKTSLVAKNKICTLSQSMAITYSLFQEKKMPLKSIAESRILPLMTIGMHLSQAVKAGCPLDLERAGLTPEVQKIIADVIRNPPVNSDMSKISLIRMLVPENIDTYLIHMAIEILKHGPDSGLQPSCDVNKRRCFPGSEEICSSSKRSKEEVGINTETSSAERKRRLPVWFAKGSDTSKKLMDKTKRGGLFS
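Kinetic red-fluorescence monitoring (525/598 nm) tracks WRN helicase activity after 100 nM fluorophore-quencher forked duplex and 2 mM ATP are added to 20 nM enzyme pretreated 15 min at room temperature with compound.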
HT1080 IDH1KD tx: qHTS for induction of synthetic lethality in tumor cells producing 2HG: qHTS for the HT-1080-IDH1KD cell line; HT-1080 IDH1 knockdown viability, ATP luminescence, 48 h; actives 2% (n = 360,000); AID 686971, 2013; Potency, µM (series often up to 46.1 µM), for inactives: at the highest dose activity, negative = toxicity, usual class: cytotoxic;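 also: potency is read from the fitted curve at half-maximal effect; 0% = DMSO wells and -100% = cell-free medium wells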
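CellTiter-Glo luminescence after 48 h compound exposure at 37 degrees C of IDH1-knockdown HT-1080 cells in 5% FBS RPMI. %Activity scaled between DMSO wells and cell-free media wells, with curves fitted and assigned curve classes.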
KB-3-1 cytotox: qHTS assay for MDR1-selective chemotherapeutics: Primary screen using the parental adenocarcinoma cell KB-3-1 | Potency, µM (titrated, usually from 46.1 µM), without a hit: at the highest dose activity change, negative = cytotoxic, usual class: cytotoxic | actives 1.4% (n = 400,000) | KB-3-1 viability, CellTiter-Glo ATP luminescence, 72 h; also: potency is read from the fitted curve at half-maximal effect; % is scaled to controls: 0 for no effect and ±100 for the full control effect; nearly all actives have a fitted effect of over 60% in size
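Viability of parental KB-3-1 cells, measured by CellTiter-Glo luminescence, followed a 72 h incubation at 37 °C with pinned compounds in phenol-red-free DMEM containing 10% FBS.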
IL1B secr inh: qHTS for Inhibitors of Inflammasome Signaling: IL-1-beta AlphaLISA Primary Screen. AID 743279, 2014. actives 4.7% (n = 360,000). THP-1 LPS/ATP IL-1B secretion, AlphaLISA, 16 h; hits give low values. activity change, % at 57.5 µM; in the data active = activity change below about -50%; inconclusive = mostly about -30% to -49%; also: % is scaled to controls: 0 for no effect and ±100 for the full control effect
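Secreted IL-1B measured by AlphaLISA bead assay after 16 h compound exposure of THP-1 cells; compounds (final up to 57.5 uM) added 1 h before LPS (250 ng/mL) and ATP (1.25 mM) stimulation; lower signal means less secretion.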
ATXN2 expr inh: Primary qHTS for Inhibitors of ATXN expression; AID 1745845, 2022; actives 0.72% (n = 360,000); HEK-293 ATXN2-luciferase reporter, luminescence, 24 h; Potency, µM (highest dose often 57 µM), without a hit: at the top dose activity change, negative = inhibition, most hits filed as inhibitors; also: potency is read from the fitted curve at half-maximal effect; % is scaled to controls: 0 for no effect and ±100 for the full control effect; nearly all actives have a fitted effect of over 55% in size
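qHTS (up to 57 uM final) was run with 24 h compound exposure of reporter cells at 37 °C. Each well was multiplexed: SteadyGlo luminescence measured ATXN2-luciferase expression after a fluorogenic Gly-Phe-AFC viability readout (25 uM final).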
HT1080-NT tox: qHTS for induction of synthetic lethality in tumor cells producing 2HG: qHTS for the HT-1080-NT fibrosarcoma cell line; AID 686970, 2013; actives 1.6% (n = 360,000); Potency, µM (highest dose often 46.1 µM), for the others: at the highest dose activity, negative = less viability, usual class: cytotoxic; HT-1080-NT fibrosarcoma viability, CellTiter-Glo ATP luminescence, 48 h;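 also: NT is the 2HG producing partner of a matched IDH1 knockdown line; potency is read from the fitted curve at half-maximal effect; 0% = DMSO-treated cells and -100% = media-only wells without cells; nearly all actives have a fitted effect of over 55% in size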
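Viability by CellTiter-Glo luminescence after 48 h compound exposure at 37C of HT-1080-NT cells (750/well, RPMI, 5% FBS). % activity scaled between DMSO wells and medium-only wells, then curve-fitted and categorized by curve class.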
An asterisk follows results filed as active; ? = inconclusive; / = no result given; & = joins results of further samples; [ ] = dose if it differs, or a comment. Unless noted, calls follow the shape of the dose curve; as a rule, active = well fitted curve in the direction sought with a large enough effect; inconclusive = small, poorly fitted or top-dose-only effect, or another doubt; inactive = no such curve, though single readings can be large; an effect the other way counts as inactive or inconclusive.

Order of values: WRN inhibitor	SW480 rereplic	MCF10A rereplic	KB-V1 MDR tox	KB-3-1 cytotox	HT1080-NT tox	HT1080 IDH1KD tx	ATXN2 expr inh	IL1B secr inh
#1 CCN1CCN(c2ccc(N=Cc3ccc(O)cc3O)cc2)CC1
    -16%	0%	18%	4%	-1%	-13%	-4%	-26%	26
#2 COc1cccc(OC)c1CC1SC(=O)NC1=O (stereo not given)
    -3%	-8%	-2%	13%	-4%	10%	9%	-5%	-6
#3 NNC(=O)c1ccc(Cn2cccn2)o1
    -11%	2.3µM*	?	17%	-3%	-1%	-2%	0%	14
#4 Cn1ncc(Cl)c1C(=O)N1CCc2ccccc21
    17%	-5%	1%	-2%	-4%	-3%	-17%	7%	28
#5 Cc1ccc(C)c(SCC(=O)OC/C(O)=C(\C#N)c2nc3ccccc3[nH]2)c1
    -18%[57.1 µM]	?	12%	5%	4%	-28%	-20%	-19%[11.3 µM]	-97*
#6 CC(C)(C)C(=O)C1=C(O)C(=O)N(c2ccccc2)C1c1ccccc1 (stereo not given)
    2%	-7%	19%	3%	-8%	-19%	-4%	0%	0
#7 COc1ccc(OC)c(C(C)NC(=O)C(C)n2cc([N+](=O)[O-])cn2)c1 (stereo not given)
    -4%	0%	-4%	21%	0%	2%	8%	/	1
#8 COc1cc(C(=O)OCC(=O)Nc2ccccc2C(=O)NC2CC2)c([N+](=O)[O-])cc1OC
    -4%	-14%	15%	6%	19%	-9%	-1%	7%	3
#9 CC(=O)c1ccc(NC(=O)CSc2nnc(-c3ccncc3)n2C2CC2)cc1
    3%	-1%	2%	24%	12%	-7%	-3%	7%	11
#10 O=C(OCC(=O)N1CCc2ccccc21)C1CCCN1S(=O)(=O)c1ccc(Cl)cc1 (stereo not given)
    4%	3%	5%	-1%	-8%	1%	-1%	5%	-4
#11 Clc1ccccc1Nc1nc(NCc2cccs2)nc2ccsc12
    4%	/	/	0%	0%	6%	2%	1%	43
#12 CC1CCN(c2cc(N3CCOCC3)c([N+](=O)[O-])cc2F)CC1
    -2%	0%	-20%	?	12%	-17%	-2%	-13%	13
#13 Cc1ccc2ccc(C(Nc3ccccc3)c3ccc(F)cc3)c(O)c2n1 (stereo not given)
    -10%	/	/	?	0%	?	?	/	71
#14 CCCOc1ccc2oc(=O)c3c(c2c1)CCCN3C(=O)CN(C)Cc1ccccc1
    -26%	-2%	7%	-27%	-27%	-15%	-12%	-9%	-3
#15 CCOC(=O)c1sc(NC(=O)C2CC=CCC2C(=O)O)nc1C (stereo not given)
    -16%[57.1 µM]	-2%	2%	2%	-1%	-6%	19%	-2%	8
#16 Cc1ccc(OCCCSc2ncccn2)cc1C
    -12%	-18%	8%	1%	0%	13%	11%	52%[activator]	-14
#17 COc1ccc([C@H]2C[C@@H](O)[C@H](n3cc(C4CC4)nn3)CN2Cc2cccs2)cc1
    0%	/	/	?	-31%	-2%	-14%	-4%	-16
#18 CC1CCCN(C(=O)COC(=O)CNC(=O)c2sc3ccccc3c2Cl)C1 (stereo not given)
    -7%	-8%	2%	17%	6%	2%	5%	6%	-5
#19 Cn1c(=O)n(CCc2ccccc2)c(=O)c2c1nc1n2CCN1Cc1ccco1
    -12%	-1%	12%	?	-2%	0%	-6%	?	4
#20 Cc1cc(C)n2nc(C(=O)OCCOc3cccc(Br)c3)nc2n1
    6%	1%	-1%	8%	0%	-9%	-4%	4%	-6
#21 COc1ccc(CC(=O)n2[nH]c(=O)ccc2=O)cc1OC
    22µM*	1%	?	?	13%	3%	2%	16%	17
#22 CCCCSc1nc2c(cnn2-c2ccc(C)c(C)c2)c(=O)[nH]1
    -1%	-10%	-2%	3%	13%	-4%	-2%	5%	27
#23 CC(=O)c1ccc(N2CCN(c3ncc(C(F)(F)F)cc3Cl)CC2)cc1
    4%	2%	5%	-3%	0%	-5%	0%	-22%	?
#24 CC(=O)c1cccc(NC(=O)CN2C(=O)NC(C)(c3ccc4c(c3)OCCCO4)C2=O)c1 (stereo not given)
    1%	-6%	-1%	-1%	-1%	6%	0%	/	16
#25 CN(/N=C/c1cc([N+](=O)[O-])ccc1O)c1ccccc1
    14%	0%	8%	?	?	9%	3%	37%	-17
#26 O=S1(=O)CCOC[C@H](Cc2ccccc2)N1Cc1ccc(Cl)cc1
    -4%	-7%	?	0%	6%	0%	7%	-16%	12
#27 O=C1CNC(=S)N1CCc1ccc(Cl)cc1
    -2%	-2%	6%	?	-6%	15%	3%	3%	-18
#28 CCC(C)c1ccc(OCc2ccc(C(=O)O)o2)cc1 (stereo not given)
    3%	-4%	8%	4%	-1%	0%	-3%	-18%	17
#29 CCCCn1c(-c2ccc([N+](=O)[O-])cc2)n[nH]c1=S
    -3%	1%	-2%	10%	0%	-1%	-6%	-4%	19
#30 CN(C(=O)c1cccc(NC(=O)Cc2ccc(NC(=O)C3CCN(C(=O)C4CCC4)CC3)cc2)c1)C1CCC1
    -4%	-71%	?	0%	0%	0%	0%	7%	-13
#31 CC(=O)N1CCN(c2ncnc3ccccc23)CC1
    7%	11%	6%	2%	16%	1%	10%	4%	-3
#32 CCOC(=O)C(CCCCOc1ccc([N+](=O)[O-])cc1)C(=O)OCC
    -2%	-4%	-13%	-1%	-11%	-21%	-16%	0%	4
#33 CCc1ccc(OCC(=O)N/N=C(\C)c2ccc(OC(F)F)cc2)cc1
    2%	-1%	-1%	-19%	-2%	21%	-1%	-15%	0
#34 O=c1[nH]c(-c2ccc(F)cc2)nc2c1sc(=S)n2-c1ccccc1
    -35%	0%	?	?	?	-1%	-2%	-31%	40
#35 CN(C)S(=O)(=O)c1cc(NC(=O)COC(=O)CCSc2ccc(Cl)cc2)ccc1Cl
    -17%	-4%	-2%	-8%	14%	18%	24%	3%	-2
#36 CC(C)(C)OC(=O)NCCCC(CCCNC(=O)OC(C)(C)C)C(=O)O
    1%	1%	-2%	10%	-10%	10%	16%	7%	15
#37 COc1cccc(OC)c1OCCNCC1CSc2ccccc2O1 (stereo not given)
    0%	12%	-16%	?	0%	?	?	-2%	-4
#38 Cn1c(=O)n(CC(=O)O)c(=O)c2c1nc1n2CCS1
    5%&11%	-1%&-35%	0%&3%	-4%&0%	4%&6%	-4%&1%	2%&-2%	-7%&-17%	-1&9
#39 CSCCC(C(=O)N1C[C@]2(C)C[C@H]1CC(C)(C)C2)N1C(=O)c2ccccc2C1=O (stereo not given in full)
    66%[activator]	0%	6%	-13%	4%	7%	8%	-3%	-6
#40 COc1ccccc1Nc1cc(C(=O)NCCCN2CCOCC2)c2ccccc2n1
    -5%	1%	-1%	10%	13%	-21%	-3%	9%	-5

Printed as active in IL1B secr inh, of those listed so far:
entry	smiles	WRN inhibitor	SW480 rereplic	IL1B secr inh
5	Cc1ccc(C)c(SCC(=O)OC/C(O)=C(\C#N)c2nc3ccccc3[nH]2)c1	-18%[57.1 µM]	?	-97*

Going on with the list:
Order of values: WRN inhibitor	SW480 rereplic	MCF10A rereplic	KB-V1 MDR tox	KB-3-1 cytotox	HT1080-NT tox	HT1080 IDH1KD tx	ATXN2 expr inh	IL1B secr inh
#41 COc1ccc(CCNC(=O)/C(C#N)=C2\N=C(NC(=O)c3ccco3)c3ccccc32)cc1
    -13%	?	?	18%	-2%	?	6%	-20%	9
#42 COc1ccc(CC(NC(C)=O)C(=O)N2CCN(C(=O)Nc3cccc(F)c3)CC2)cc1OC (stereo not given)
    -3%	-66%[inhibitor]	-1%	3%	-1%	11%	0%	/	-1
#43 COc1ccc(C)cc1NC(=O)c1ccc(NS(=O)(=O)c2cccc3cccnc23)cc1
    -6%	-6%	4%	2%	0%	-24%	-20%	-26%	42
#44 Cc1cc2c3c([nH]c2cc1S(=O)(=O)NCc1ccc(CN2CCCCCC2)o1)CC(C)(C)CC3=O
    -3%	22%	?	10%	6%	?	8%	-5%	-22
#45 Cc1ccc(-c2[nH]nc3c2C(c2ccccc2OC(=O)N2CCOCC2)C(C#N)=C(N)O3)cc1 (stereo not given)
    -13%	-1%	-7%	-5%	-7%	-22%	-19%	-8%	-13
#46 Cc1c(C(=O)N2CCCCCC2)c(S(=O)(=O)NCc2ccccc2Cl)c(C)n1C
    3%	-1%	11%	-2%	2%	3%	-3%	7%	-11
#47 CC(NC(=O)CN1CCC(C(N)=O)CC1)c1ccccc1 (stereo not given)
    -1%	-12%	?	4%	7%	9%	12%	0%	-15
#48 CCN(CC)S(=O)(=O)c1ccc2c(c1)nc(CCC(=O)OCC(=O)N1CCc3ccccc31)n2C
    -5%	-14%	-2%	4%	9%	9%	20%	-9%	17
#49 CCOc1ccc2nc(SCC(=O)NC3CCCCC3)[nH]c2c1
    9%	-2%	11%	16µM*	-24%	-4%	-17%	-2%	-16
#50 CC1C/C(=N/Nc2ccc([N+](=O)[O-])cc2[N+](=O)[O-])CC(C)(C)C1 (stereo not given)
    -21%	-15%	16%	-26%	-4%	0%	-4%	-17%	-22
#51 Cc1cc(C)c(C#N)c(SCC(=O)NC2CC2)n1
    8%	1%	3%	-15%	7%	-2%	1%	-8%	-6
#52 COc1ccc(S(=O)(=O)Nc2ccc3c(c2)C(=O)N([C@H](C)CO)C[C@H](C)[C@@H](CN(C)C(=O)Nc2ccc4c(c2)OCO4)O3)cc1
    6%	-17%	-14%	12%	0%	1%	11%	4%	-18
#53 Cc1cccc(NC(=O)Cn2cnc3c(oc4ccccc43)c2=O)c1C
    -5%	-4%	2%	-13%	-4%	0%	-7%	-21%	9
